High-throughput results from PubChem.
GLS inh = qHTS for Inhibitors of Glutaminase (GLS) | hit rate 0.21% among 410,000 | GLS enzymatic activity, qHTS titration | Glutaminase kidney isoform, mitochondrial (Homo sapiens), O94925 | Potency, µM (top dose mostly 45.5 µM), for inactives: at the top dose activity change, negative = inhibition, hits mostly inhibitors | AID 624170, 2012
Target sequence (O94925 whole entry, looked up, canonical isoform): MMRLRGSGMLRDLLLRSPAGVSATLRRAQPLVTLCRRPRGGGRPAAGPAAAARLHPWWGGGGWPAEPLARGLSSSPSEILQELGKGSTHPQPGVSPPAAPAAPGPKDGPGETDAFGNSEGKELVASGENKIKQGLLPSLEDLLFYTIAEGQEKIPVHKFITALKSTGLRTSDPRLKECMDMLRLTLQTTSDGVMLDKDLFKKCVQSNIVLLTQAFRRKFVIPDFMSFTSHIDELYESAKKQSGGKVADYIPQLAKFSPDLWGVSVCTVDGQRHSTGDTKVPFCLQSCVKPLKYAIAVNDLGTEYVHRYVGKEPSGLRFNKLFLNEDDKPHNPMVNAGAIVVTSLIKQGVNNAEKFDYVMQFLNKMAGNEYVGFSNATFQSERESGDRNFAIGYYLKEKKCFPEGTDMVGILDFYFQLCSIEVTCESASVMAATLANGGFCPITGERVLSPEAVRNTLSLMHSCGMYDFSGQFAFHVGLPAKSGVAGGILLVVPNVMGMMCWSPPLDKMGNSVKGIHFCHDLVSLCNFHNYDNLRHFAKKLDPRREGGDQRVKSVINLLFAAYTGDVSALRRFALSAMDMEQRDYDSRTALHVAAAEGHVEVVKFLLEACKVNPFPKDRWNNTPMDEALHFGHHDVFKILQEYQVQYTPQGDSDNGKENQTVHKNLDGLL
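hKGA in 45 mM KH2PO4 pH 8.2, 0.02% Tween-20 with pin-transferred compounds; 1 mM L-glutamine (stock) plus glutamate oxidase/HRP/Amplex Red coupling added. Fluorescence read initially and after 30 min at RT.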
ALOX12 inh = Primary qHTS assay for inhibitors of human arachidonate 12S-lipoxygenase (ALOX12): Round 2. Potency, µM (series often up to 108 µM), for the others: at the highest dose activity change, negative = inhibition, hits mostly inhibitors. Polyunsaturated fatty acid lipoxygenase ALOX12 (Homo sapiens), P18054. hit rate 1.1% among 580,000. purified 12hLO, xylenol orange hydroperoxide absorbance
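Purified human 12hLO (150 nM final) in 25 mM Hepes, 0.01% Triton X-100, pH 7.0 was preincubated 15 min at room temperature with compound. Then 40 uM arachidonic acid was added, 30 min. Hydroperoxide was read by Fe-XO absorbance ratio 573/405 nm.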
An asterisk follows results filed as active; ? = inconclusive; [ ] = dose if it differs, or a comment. Calls come from the whole dose curve; as a rule, active = well fitted inhibition curve with a large enough effect; inconclusive = small, poorly fitted or top-dose-only effect, or another doubt; inactive = no such curve, though single readings can be large or run the other way. % is set by controls: 0 for no effect and ±100 for the full control effect; potency is the fitted concentration of half-maximal effect. These rows are one share of the data (hit frequency here may not be typical).

Preview, seven compounds:
SMILES	GLS inh	ALOX12 inh
Cc1ccc(-c2nc3c4ccccc4ccn3c2Cc2ccccc2C(F)(F)F)cc1	2%	-11%
COc1ccc(CC(N)c2csc(NC(=O)CCc3ccccc3)n2)cc1 (stereo not drawn)	-2%	-7%
COc1ccc(OCCN2CCC(C(=O)NC(c3ccc(OC)cc3)c3ccccn3)CC2)cc1 (stereo not drawn)	24%	-3%
CCOC(=O)[C@]12CCCC=C1N(Cc1ccc(Cl)cc1Cl)C(=O)[C@H](CC(=O)N1CCC(c3ccccc3)CC1)C2	-36%	?
CC(C)(C)OC(=O)N1C(=O)[C@](OC(=O)c2ccccc2)(c2ccccc2)c2cccc(F)c21	-8%	?
CC1(Cc2ccccc2OC(F)(F)F)C(=O)Nc2c(Cl)ccc(Cl)c21 (stereo not drawn)	-3%	?
OC(c1ccccc1)(c1nc(-c2cc(F)cc(F)c2)cs1)C(F)(F)F (stereo not drawn)	3%	?

The list itself, repeating the preview:
SMILES	GLS inh	ALOX12 inh
Cc1ccc(-c2nc3c4ccccc4ccn3c2Cc2ccccc2C(F)(F)F)cc1	2%	-11%
COc1ccc(CC(N)c2csc(NC(=O)CCc3ccccc3)n2)cc1 (stereo not drawn)	-2%	-7%
COc1ccc(OCCN2CCC(C(=O)NC(c3ccc(OC)cc3)c3ccccn3)CC2)cc1 (stereo not drawn)	24%	-3%
CCOC(=O)[C@]12CCCC=C1N(Cc1ccc(Cl)cc1Cl)C(=O)[C@H](CC(=O)N1CCC(c3ccccc3)CC1)C2	-36%	?
CC(C)(C)OC(=O)N1C(=O)[C@](OC(=O)c2ccccc2)(c2ccccc2)c2cccc(F)c21	-8%	?
CC1(Cc2ccccc2OC(F)(F)F)C(=O)Nc2c(Cl)ccc(Cl)c21 (stereo not drawn)	-3%	?
OC(c1ccccc1)(c1nc(-c2cc(F)cc(F)c2)cs1)C(F)(F)F (stereo not drawn)	3%	?
O=C1c2cccc3cccc(c23)C(c2nc3ccccc3[nH]2)N1C1CC1 (stereo not drawn)	7%	-7%
CN[C@@H](C)C(=O)NC[C@H]1O[C@@H](n2cnc3c(=O)[nH]c(N)nc32)[C@H](O)[C@@H]1O	-1%	-3%
CCNC(=S)Nc1ccc2c(c1)c(=O)n(C)n2Cc1ccc(Cl)cc1	3%	?
COc1ccc(NC(=O)C2Cc3c(-c4cccc(C(C)=O)c4)ccnc3O2)cc1OC (stereo not drawn)	-7%	2%
C#Cc1ccc(NC(=O)C2(C)CCN2C(=O)C2(c3ccccc3)CC2)cc1 (stereo not drawn)	5%	-1%
COCc1cccc(-c2csc(C(NC(C)=O)c3ccc(F)c(F)c3)n2)c1 (stereo not drawn)	6%	-1%
CC(=O)Nc1ccc(-c2ccnc3c2CC(C)(C(=O)NCCC(F)(F)F)O3)cc1 (stereo not drawn)	3%	0%
CCN(CC)c1ncnc2c1ncn2[C@H]1CN(Cc2ccccc2)C[C@@H](COC(C)=O)O1	-1%	5%
CC(O)(c1cccnc1)c1nc(-c2cccc(C(F)(F)F)c2)cs1 (stereo not drawn)	2%	-17%
O=C(Nc1ccc2c(c1)OCCO2)C(CCc1ccccc1)N1CCC(Cc2ccccc2)CC1 (stereo not drawn)	5%	?
O=C(CC[C@H]1O[C@@H](n2ccc(=O)[nH]c2=O)[C@H](O)[C@@H]1O)N1CCN(c2ccccn2)CC1	8%	-28%
CCc1nc2ccc(C(=O)Nc3cccc(OCC(=O)N(C)C)c3)cn2c1N(CC)CCN(C)C	35%[activator]	-12%
CC(=O)NC(c1ccccc1)c1nc(-c2csc3ccccc23)cs1 (stereo not drawn)	-1%	-11%
CC(=O)c1ccc(N2CCN(S(=O)(=O)c3ccc4c(c3)C(Cl)(Cl)C(=O)N4)CC2)cc1	?	?
CN(C)CCCNc1nc2cc(-c3ccccc3CO)sc2c(=O)n1C	-2%	13%
O=C(Nc1nnc([C@H]2C[C@H](O)[C@@H](CO)O2)s1)c1cccc(C(F)(F)F)c1	6%	4%
O=C1NC[C@H](CCCCN2CCN(CCC3CCCCC3)C(=O)C2=O)N(CCC2CCCCC2)C1=O	4%	?
OC[C@H]1O[C@@H]2O[C@H]3[C@H](O)[C@@H](O)[C@@H](O[C@H]4[C@H](O)[C@@H](O)[C@@H](O[C@H]5[C@H](O)[C@@H](O)[C@@H](O[C@H]6[C@H](O)[C@@H](O)[C@@H](O[C@H]7[C@H](O)[C@@H](O)[C@@H](O[C@H]8[C@H](O)[C@@H](O)[C@@H](O[C@H]1[C@H](O)[C@H]2O)O[C@@H]8CO)O[C@@H]7CO)O[C@@H]6CO)O[C@@H]5CO)O[C@@H]4CO)O[C@@H]3CO	-9%	-11%[22.9 µM]
Cc1ccccc1S(=O)(=O)N1C[C@H]2[C@H]3C(=O)N(C4CCCCC4)C(=O)[C@H]3CC(=O)[C@H]2[C@@H]1c1ccc(Cl)cc1	-3%	-3%
Fc1ccc(-c2nc3ccc(Cl)cn3c2Cc2ccccc2C(F)(F)F)cc1	8%	-29%
Cc1ccc(Cc2c(-c3cccc(Br)c3)nc3ccc(Cl)cn23)cc1	4%	-37%
CC1(C(=O)NCCc2c[nH]c3ccccc23)CCN1Cc1ccccc1OC(F)F (stereo not drawn)	18%	-19%
Cc1cc(C)nc(Nc2nc(C(N)Cc3ccc(Cl)cc3)cs2)n1 (stereo not drawn)	11%	-9%
CC1(C(=O)NS(=O)(=O)c2ccc(Br)cc2)CCN1C(=O)CCc1cccs1 (stereo not drawn)	5%	?
COc1ccccc1-c1cnc(C(O)c2ccc(C)cc2C)[nH]1 (stereo not drawn)	2%	11%
O=C(NCCN1CCC(n2c(=O)[nH]c3ccccc32)CC1)c1ccccc1C(F)(F)F	4%	-12%
COc1ccc(N2C(c3ccsc3)=Cc3cc4c(cc3C2c2c[nH]c3ccccc23)OCO4)cc1 (stereo not drawn)	0%	93%
COc1ccc(CNC(=O)c2sc(=O)n(Cc3ccc(C)cc3)c2C)cc1OC	4%	-8%
CCCCC[C@@H](C)N1C[C@H](COCc2ccccc2)Oc2cc(N3CC[C@H](O)C3)ccc2S1(=O)=O	5%	-29%
CC(O)(c1ccc(F)c(F)c1)c1nc(/C=C/c2ccccc2)cs1 (stereo not drawn)	-5%	?
O=C1NC[C@@H](CCCCN2C[C@H](Cc3ccccc3)N(Cc3ccccc3)C(=O)C2=O)N(Cc2ccccc2)C1=O	-12%	0%
CCOC(=O)N1CCN(C(=O)C[C@@H]2C[C@@]3(C(=O)OCC)CCC=C3N(Cc3ccc4c(c3)OCO4)C2=O)CC1	1%	?
COc1ccc(CC(=O)Nc2nc(OCC(F)(F)F)cnc2-c2ccc(Cl)cc2Cl)cc1	-19%	-7%
O=C(Nc1cccc(OC(F)(F)F)c1)C1Cc2c(-c3cccc(F)c3)ccnc2O1 (stereo not drawn)	-5%	-20%
CCc1ccc([C@H]2[C@@H]3C(=O)C[C@@H]4C(=O)N(c5ccccc5)C(=O)[C@@H]4[C@@H]3CN2S(=O)(=O)c2ccc(C)cc2)cc1	-2%	3%
CCCCN(C(=O)c1ccccc1Br)C(c1ccc(OC)cc1)c1nc2ccccc2[nH]1 (stereo not drawn)	-2%	?
CN(C)CCCNc1nc2cc(-c3ccc(C(=O)N4CCN(C)CC4)cc3)sc2c(=O)n1C	1%	-18%
COc1ccccc1CNC(=O)C1(C)CCN1Cc1ccc(OC(F)(F)F)cc1 (stereo not drawn)	-3%	-6%
CC(C)(C)n1nnnc1C(c1ccccc1OC(F)(F)F)N1CCN(C/C=C/c2ccccc2)CC1 (stereo not drawn)	-10%	2%
CCOC(=O)N(C)c1c(CC)nc2c(OCc3ccc(Cl)cc3)cccn12	-3%	-2%
Cc1cccc(C)c1NC(=O)C(c1ccccc1)N(C)CCc1ccccc1 (stereo not drawn)	-7%	-6%
CC(C)=CCC[C@H](C)CC1Cc2[nH]c(=S)[nH]c(=O)c2C(c2ccc(Cl)cc2)O1 (stereo partly drawn)	5%	?
Cc1ccc(S(=O)(=O)N2C[C@H]3[C@H]4C(=O)N(c5ccccc5)C(=O)[C@H]4CC(=O)[C@H]3[C@@H]2c2ccccc2F)cc1	7%	25%
COc1ccc(C(=O)Nc2ccccc2CCC2CCCCN2C)cc1 (stereo not drawn)	-3%	?
O=C1Nc2cnc(Cl)nc2Nc2ccccc21	-4%	0%
COc1cccc(C(C)(O)c2nc(-c3ccc(F)c(Cl)c3)cs2)c1 (stereo not drawn)	21%	-22%
COc1ccccc1C(O)c1ncc(-c2ccccc2C)[nH]1 (stereo not drawn)	6%	-2%
CCOC(=O)C1=CCC(c2ccc(F)cc2)N(S(=O)(=O)c2ccc(C)cc2)C1 (stereo not drawn)	12%	4%
O=CNc1cc(-c2ccc(C(=O)NC3CC3)cc2)cn2c(-c3ccc(F)cc3)cnc12	2%	2%
CC1(Cc2cccc(F)c2)C(=O)Nc2ccc(-c3cccnc3)cc21 (stereo not drawn)	-9%	-29%
CC(=O)NC(c1ccc(F)c(F)c1)c1nc(-c2cccc(F)c2)cs1 (stereo not drawn)	0%	5%
CCO[C@@H](Cc1ccc(OCCc2ccc(OS(C)(=O)=O)cc2)cc1)C(=O)O	6%	?
COc1ccc(CC(N)c2csc(Nc3cc(Oc4ccccc4)ncn3)n2)cc1 (stereo not drawn)	2%	4%
More results
SMILES	GLS inh	ALOX12 inh
CC(C)C[C@@H](COCc1ccc(Cl)cc1)N1CCN(C(=O)c2ccc(Cl)cc2Cl)CCC1=O	0%	?
CC1(C(=O)NS(=O)(=O)c2cccc(Cl)c2)CCN1C(=O)Cc1ccc(-c2ccccc2)cc1 (stereo not drawn)	27%	-6%
CCCS(=O)(=O)NC(=O)C1(C)CCN(C(=O)c2cc(F)ccc2C)C1 (stereo not drawn)	2%	-7%
O=C1C(=Cc2ccc(Cl)cc2)Cc2ccccc21	-16%	-9%
CN(Cc1ccccc1)C(=O)[C@@H]1CCCN1C(=O)[C@@H]1CCCN1C(=O)c1cccc2ccccc12	3%	-9%
OC(c1ccc(CN2CCCCC2)cc1)c1ncc(-c2ccccc2)[nH]1 (stereo not drawn)	-21%	-9%
O=C(CCC(=O)OCCOc1ccccc1)OCCOc1ccccc1	-14%	-7%
O=C1CCCCCC(=O)[C@H](O)C[C@H](c2ccccc2)O1	-3%	1%
CCOC1=C2[C@@H](CN(S(=O)(=O)c3ccc(C)cc3)[C@H]2c2cccc3ccccc23)[C@H]2C(=O)N(Cc3ccccc3)C(=O)[C@H]2C1	12%	-9%
CCCCC1CC2=C(C(=O)OC(C)(C)O2)C(c2ccc(Cl)cc2)O1 (stereo not drawn)	-9%	-19%
CC(C)(C)c1ccc(CC(=O)N2CCC2(C)C(=O)O)cc1 (stereo not drawn)	-2%	-4%
FC(F)(F)c1ccccc1Cc1c(-c2ccco2)nc2ccc(Cl)cn12	-2%	199%[activator]
COc1cccc(Cn2cnc(-c3ccccc3OC)c2C2CC2)c1	-13%	-10%
O=S1(=O)CC(N2CCCC2)CN1C1CCCC1 (stereo not drawn)	5%	0%
CC(=O)OC[C@@H]1CN(Cc2ccccc2)C[C@H](n2cnc3c(NC(C)C)ncnc32)O1	-5%	-2%
O=C([C@H]1O[C@@H](n2ccc(=O)[nH]c2=O)[C@H](O)[C@@H]1O)N1CCN(Cc2ccccn2)CC1	-4%	?
CC(C)C[C@H]1CN([C@@H](Cc2ccccc2)CN2CCC[C@H]2CN2C(=O)C(=O)NC[C@@H]2Cc2ccccc2)C(=O)C(=O)N1CCc1ccccc1	16%	0%
Cc1cncc(N2CCN(c3ccccn3)CC2)n1	6%	?
Cc1c(C(=O)NCc2cccc(C(F)(F)F)c2)sc(=O)n1Cc1ccc(C(=O)N(C)C)cc1	-6%	8%
COc1ccccc1CN1C(=O)C(Cc2ccccc2)ON=C1c1ncccc1C (stereo not drawn)	-19%	36%[activator]
O=C(CC[C@H]1O[C@@H](n2ccc(=O)[nH]c2=O)[C@H](O)[C@@H]1O)NCCN1CCOCC1	1%	-1%
COc1cc(F)ccc1-c1csc(C(O)(c2ccccc2)C(F)(F)F)n1 (stereo not drawn)	2%	12%
CN1CCN(C(=O)C2Cc3c(-c4cccc(F)c4)ccnc3O2)CC1 (stereo not drawn)	-11%	0%
CCOc1ccc(-c2noc(-c3csc([C@@H]4O[C@H](CO)[C@H](O)[C@H](O)[C@H]4O)n3)n2)cc1	3%	8%
Cc1cccc(C(O)c2ncc(-c3ccccc3)[nH]2)c1C (stereo not drawn)	10%	-13%
COc1cc(OC)nc(Nc2nc(C(N)CCc3ccccc3)cs2)n1 (stereo not drawn)	-2%	?
C[C@@H]1Cc2[nH][nH]c(=O)c2[C@H](C)O1	4%	0%
O=C1NC[C@@H](CCCCN2CCN(Cc3ccccc3)C(=O)C2=O)N(Cc2ccccc2)C1=O	1%	0%
C(=C\c1ccccc1)/CN1CCN(C(c2nnnn2C2CCCC2)C2CC2)CC1 (stereo not drawn)	-10%	?
